TNAP act hiacc: TNAP (human) activation, high acceptor. AID 1136. purified TNAP, CDP-star luminescence, 1 M DEA, 30 min; stronger effect = higher value; 0 = EDTA background, 1 = DMSO-only activity. 200,000 tested, under 10 active. P05186. activation factor at 20 µM;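 active = activation factor at least 2 at 20 µM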
Target sequence (P05186 whole entry, looked up): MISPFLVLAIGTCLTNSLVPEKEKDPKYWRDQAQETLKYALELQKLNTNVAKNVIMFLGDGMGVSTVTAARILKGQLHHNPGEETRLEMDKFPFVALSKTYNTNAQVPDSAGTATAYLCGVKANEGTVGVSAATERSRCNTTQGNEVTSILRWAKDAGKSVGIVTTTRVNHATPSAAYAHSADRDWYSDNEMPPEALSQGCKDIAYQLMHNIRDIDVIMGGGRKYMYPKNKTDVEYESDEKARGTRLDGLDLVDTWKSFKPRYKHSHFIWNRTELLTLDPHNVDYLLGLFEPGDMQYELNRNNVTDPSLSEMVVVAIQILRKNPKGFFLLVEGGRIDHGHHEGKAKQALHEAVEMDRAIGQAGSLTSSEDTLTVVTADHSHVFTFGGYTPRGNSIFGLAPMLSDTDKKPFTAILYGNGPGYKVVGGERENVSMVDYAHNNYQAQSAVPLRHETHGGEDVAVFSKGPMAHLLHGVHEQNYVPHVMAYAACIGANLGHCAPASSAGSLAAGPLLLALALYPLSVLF
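Dosing: 20 µM single point. System: human TNAP. Amount: TNAP 1/800 final. Incubation: 30 min, room temperature. Read-out: TNAP activation factor scaled between EDTA and DMSO control wells. Signal: luminescence from CDP-star hydrolysis. Medium: 1 M DEA, pH 9.8, Mg2+, Zn2+. Control set: EDTA negative control, DMSO positive control.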
FLuc inh counter: inhibits firefly luciferase, flagging false hits in luciferase inhibition screens; actives 1.5% (n = 200,000); inhibition, % at 10 µM; ATPLite firefly luciferase biochemical luminescence, 10 min;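 active = inhibition above about 50% when tested at 10 µM, limit read from the data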
Target sequence (P08659 whole entry, looked up): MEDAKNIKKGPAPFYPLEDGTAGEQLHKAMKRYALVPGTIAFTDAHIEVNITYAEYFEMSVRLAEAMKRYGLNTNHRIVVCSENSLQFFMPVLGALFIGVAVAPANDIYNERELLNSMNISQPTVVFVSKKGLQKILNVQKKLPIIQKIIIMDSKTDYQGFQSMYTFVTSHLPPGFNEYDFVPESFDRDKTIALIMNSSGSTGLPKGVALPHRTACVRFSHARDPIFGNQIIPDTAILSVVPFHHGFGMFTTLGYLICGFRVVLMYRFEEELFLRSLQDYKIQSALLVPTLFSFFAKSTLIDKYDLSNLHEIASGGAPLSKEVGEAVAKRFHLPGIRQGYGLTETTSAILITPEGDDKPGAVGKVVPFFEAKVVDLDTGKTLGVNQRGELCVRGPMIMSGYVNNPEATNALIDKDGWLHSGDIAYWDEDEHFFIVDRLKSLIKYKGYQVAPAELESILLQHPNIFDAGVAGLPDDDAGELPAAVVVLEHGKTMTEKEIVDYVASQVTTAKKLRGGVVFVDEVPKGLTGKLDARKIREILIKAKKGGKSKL
bIAP act: intestinal alkaline phosphatase (bovine) activation. activation factor at 20 µM. actives 0.17% (n = 200,000). purified bovine IAP, CDP-star luminescence, 30 min; stronger effect = higher value; fold of DMSO-control signal, blank-subtracted;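 active = activation factor of 2 or more at 20 µM, a signal rise over negative controls twice the positive control's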
APP 5UTR inh: APP translation inhibition | SH-SY5Y APP 5'UTR-luciferase reporter, luminescence | inhibition, % at 2 µM | actives 0.82% (n = 190,000) | AID 1285;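 active = inhibition above a set limit, derived from the sample mean plus 3 SD, cut at about 45% in these data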; also: values of inactives mirror those of a sister screen read the other way
RAM network inh: blocks the yeast RAM network; S. cerevisiae dse1pr::URA3 reporter, 5-FOA growth OD615, 2 d; analog-sensitive cbk1-as2 kinase mutant strain; inhibition, % at 50 µM; actives 1.8% (n = 190,000);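 active = inhibition above a set limit, 3 SD over mean compound inhibition, cut at about 8.4% in these data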;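 also: 0% = DMSO-only wells with no growth and 100% = 10 µM 1-NA-PP1 full growth; inhibition rescues growth on 5-FOA so higher OD means more RAM inhibition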
L major viab: Leishmania major promastigote growth inhibition | actives 9% (n = 200,000) | Leishmania major promastigotes, resazurin fluorescence viability | AID 1063 | inhibition, % at 10 µM; in the data active = inhibition above about 50%;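 also: promastigotes grown with compound for 44 hours at 28 °C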
TNAP inh no acc: inhibitors of human TNAP without phosphate acceptor | actives 0.26% (n = 200,000) | purified TNAP, CDP-star luminescence, 30 min | AID 1012 | inhibition, % at 20 µM;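 active = tissue-nonspecific alkaline phosphatase inhibition above about 50% at 20 µM in the single-dose screen, limit read from the data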;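 also: 0% = DMSO negative control and 100% = EDTA positive control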
FLuc stim CS: firefly luciferase counter-screen for stimulation assays; P08659; ATPlite luciferase biochemical, luminescence, 10 min; 0 = ATP-free wells, 1 = DMSO control; activation factor at 10 µM; 200,000 tested, under 10 active; AID 1027;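 active = luciferase activation factor, scaled between plate controls, of at least 2 with compound at 10 µM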
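System: cell-free luciferase reagent; medium: PBS as buffer for the ATP substrate; doses: test compounds dosed from 2 mM stocks in 100% DMSO; incubation: 10 min, room temperature; measured by: luminescence from luciferase reaction; read-out: luciferase activation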
TNAP inh hiacc: blocks human TNAP under high phosphate acceptor concentration | AID 1135 | purified TNAP, CDP-star luminescence, 1 M DEA | actives 0.03% (n = 200,000) | P05186 | inhibition, % at 20 µM;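 active = over 50% inhibition of tissue-nonspecific alkaline phosphatase at 20 µM in the single-dose screen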;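 also: plate controls were DMSO wells for no effect and EDTA-quenched wells as full inhibition for full effect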
bIAP inh: blocks bovine intestinal alkaline phosphatase activity | purified bovine IAP, CDP-star luminescence, 30 min | inhibition, % at 20 µM | 190,000 tested, under 10 active | AID 1019;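 active = over 50% inhibition of intestinal alkaline phosphatase at 20 µM in the single-dose screen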
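Assay system: bovine IAP enzyme; medium: DEA buffer 100 mM, pH 9.8, with MgCl2 1.0 mM, ZnCl2 0.02 mM; doses: 20 µM single dose; incubation: enzyme reaction for 30 min at room temperature; detection: CDP-star luminescence signal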
* hit, by the source's call; . = no result given.

No.	structure	TNAP act hiacc	FLuc inh counter	bIAP act	APP 5UTR inh	RAM network inh	L major viab	TNAP inh no acc	FLuc stim CS	TNAP inh hiacc	bIAP inh
1	Cc1ccc(N2CCN(S(=O)(=O)N3CCCCC3)CC2)c(C)c1	1	-6	0.9	6	2.7	1	-8	1.1	-3	5
2	CN(C(=O)COc1nnc(-c2cccs2)c(-c2cccs2)n1)c1ccccc1	1	-6	0.7	-5	4.6	-2	-6	1.1	1	26
3	Cc1cc(C(=O)NNC(=S)NCc2ccccc2)cs1	1	-4	1	-6	1.9	-9	-162	1	-1	2
4	O=C(CCc1nc2ccccc2c(=O)[nH]1)N1CCN(c2ccc(F)cc2)CC1	1	-2	1.1	2	-1.0	28	-8	1	0	-8
5	COc1ccc(N2CCN(CCCNC(=O)C3CCCN(S(=O)(=O)c4c(C)n[nH]c4C)C3)CC2)cc1 (stereo not given)	1	-5	1.1	1	1.7	-7	31	1.1	-4	-11
6	COc1cccc(-c2cc(C(F)(F)F)nc(N3CCOCC3)n2)c1	1	-5	0.9	5	1.1	20	-6	1	-2	14
7	Cc1ccnc(NS(=O)(=O)c2ccc(NC(=O)c3ccc([N+](=O)[O-])s3)cc2)n1	1	3	1	-16	4.9	-5	-6	1	-2	-3
8	COc1cc(C2NC(=O)c3ccccc3O2)cc(OC)c1OC (stereo not given)	1	-2	0.9	-1	0.2	-3	-5	1	-3	5
9	O=S(=O)(Nc1ncccn1)c1ccc(NS(=O)(=O)c2cc(Cl)ccc2Cl)cc1	1	-6	1	-9	3.8	1	-6	1.1	-1	1
10	CCOc1cc(/C=C2/C(=N)N3OC(C)=CC3=NC2=O)ccc1OCCOc1ccccc1	1	-4	0.9	1	4.2	1	1	1	1	13

Reformatted in transposed form: part of the list above.
7: Cc1ccnc(NS(=O)(=O)c2ccc(NC(=O)c3ccc([N+](=O)[O-])s3)cc2)n1
8: COc1cc(C2NC(=O)c3ccccc3O2)cc(OC)c1OC (stereo not given)
9: O=S(=O)(Nc1ncccn1)c1ccc(NS(=O)(=O)c2cc(Cl)ccc2Cl)cc1

entry no.,7,8,9
TNAP act hiacc,1,1,1
FLuc inh counter,3,-2,-6
bIAP act,1,0.9,1
APP 5UTR inh,-16,-1,-9
RAM network inh,4.9,0.2,3.8
L major viab,-5,-3,1
TNAP inh no acc,-6,-5,-6
FLuc stim CS,1,1,1.1
TNAP inh hiacc,-2,-3,-1
bIAP inh,-3,5,1

Remaining list, next part:
No.	structure	TNAP act hiacc	FLuc inh counter	bIAP act	APP 5UTR inh	RAM network inh	L major viab	TNAP inh no acc	FLuc stim CS	TNAP inh hiacc	bIAP inh
11	CC(=O)c1c(N2CCCC2)nc(=S)n(-c2ccccc2)c1C	1	4	0.9	-5	1.6	2	-10	1	5	8
12	OCCCc1nc2n(n1)C(c1ccccc1)C=C(c1ccccc1)N2 (stereo not given)	1.1	-2	1	5	-0.5	-11	19	1	-5	-3
13	c1ccc(Cn2c(CSc3nnnn3-c3ccccc3)nc3ccccc32)cc1	1	-8	1	-5	4.4	-1	-10	1.1	-5	3
14	CCOC(=O)N1CCN(C(=O)CCc2c(C)nc3c(c(C)nn3-c3ccc(C)c(C)c3)c2C)CC1	1	-3	1	2	1.4	18	-5	1	0	3
15	O=C1N/C(=C/c2ccsc2)C(=O)N1c1ccccc1	1.1	2	1	-41	3.3	-6	-10	1	-7	0
16	COc1ccc2cc(/C=N/NC(=O)c3c(Cl)cnn3C)c(Cl)nc2c1	1	-3	0.7	-11	7.0	-3	-8	1	-1	34
17	CCOC(=O)CSc1ncnc2c(C(=O)OCC)c3n(c12)CCC3	1	0	1.2	10	-0.3	-3	-4	1	-4	-18
18	COc1ccc(/C=C/C(=O)OCC(=O)NC(=O)NC(C)(C)C)cc1	1.1	-9	1	-21	1.5	9	-9	1.1	-8	0
19	CCOC(=O)/C(=N/Nc1ccc(Cl)cc1)S(=O)(=O)c1ccccc1	1	-5	0.8	6	3.0	13	-1	1.1	-4	20
20	CCC(=O)Nc1ccc(C(=O)OCc2ccccc2)cc1	1	-3	0.9	-24	1.1	0	-7	1	0	15
21	CCC(=O)Nc1c2c(nn1-c1ccc(F)cc1)CS(=O)C2 (stereo not given)	1.1	-7	0.9	-6	0.1	-2	-16	1.1	-7	8
22	CC(=O)Nc1ccc(NC(=O)CN(c2ccc(C34CC5CC(CC(C5)C3)C4)cc2)S(C)(=O)=O)cc1	1.1	-8	1.1	-11	7.1	0	-10	1.1	-9	-7
23	c1cc2c3c(cccc3c1)C(N1CCCCCC1)=N2	1	-3	0.8	-2	1.2	32	-9	1	2	24
24	CCOCc1c(C(=O)OCC(=O)Nc2ccc(C)c(S(=O)(=O)N(C)C)c2)oc2ccccc12	1	-11	1	-26	8.7*	18	3	1.1	-3	1
25	Cc1ccccc1NC(=S)NNC(=O)c1cccc(Br)c1	1	11	1.4	-15	-0.2	-1	-130	0.9	2	-36
26	Cc1ccc(F)cc1NC(=O)c1c(-c2ccccc2)noc1C	1.1	-9	0.8	6	1.2	0	-5	1.1	-11	18
27	C=CCn1c(SCC(=O)Nc2nnc(CC)s2)nnc1-c1ccco1	1	-5	0.9	-19	-0.8	-6	-3	1.1	0	8
28	O=C(Nc1ccc2c(c1)OCO2)C(c1ccccc1)N1CCCCC1 (stereo not given)	1.1	-7	0.9	-6	3.8	7	12	1.1	-7	9
29	CC(=O)Nc1ccc(S(=O)(=O)Oc2ccc(C(=S)N3CCC(O)CC3)cc2)cc1	1	1	0.8	-1	0.3	2	-14	1	-3	19
30	Cc1ccc(C(=O)CN2CCC(NC(=O)C3CCCCC3)CC2)cc1	1	-9	1.1	-7	-0.3	16	-12	1.1	-1	-9
31	Cc1oc2c(CN(C)C)c(O)ccc2c(=O)c1-c1cscn1	1	-7	1	-3	-0.4	1	-10	1.1	-3	4
32	Cc1ccnc(SCC(=O)N2CCN(C(c3ccccc3)c3ccccc3)CC2)n1	1.1	-6	1	19	0.4	3	-16	1.1	-9	0
33	COc1ccc(/C=N/OCC(=O)N(Cc2ccc(OC)cc2)c2ccccc2C(=O)O)cc1	1	0	0.7	0	1.9	-6	-16	1	0	27
34	CCOC(=O)Cn1cnc([N+](=O)[O-])n1	1	-9	0.9	-8	0.0	-3	-10	1.1	-4	10
35	CC1(C)CC(=O)c2cc(OCC(=O)N3CCCCCC3)ccc2O1	1	-1	0.9	-34	-1.9	-1	-7	1	-5	5
36	Cc1oc2c(c1C(=O)Nc1ccc(C(=O)O)cc1)CCCC2	1	-3	1	-5	1.3	-7	-6	1	0	5
37	O=c1c2ccccc2nc(COc2ccccc2)n1/N=C/c1cc([N+](=O)[O-])ccc1O	0.9	31	0.8	4	1.4	35	21	0.7	8	21
38	OC(CN1CCN(Cc2ccccc2)CC1)c1ccccc1 (stereo not given)	1	5	1.3	-1	1.7	69*	-5	0.9	-2	-29
39	CC(C)(C)c1ccc(C(=O)NNc2cc(N3CCCCC3)nc(N3CCCCC3)n2)cc1	1	-5	1.1	-17	-1.3	11	1	1.1	1	-11
40	COc1ccc(CC(=O)NCc2n[nH]c(=S)n2-c2ccc(Br)cc2)cc1	1	-9	0.9	-20	0.0	-7	4	1.1	-2	6
41	O=C(CSc1ccccn1)Nc1ccc(Br)cn1	1	-4	0.9	7	2.5	-5	-13	1	-4	15
42	O=C/C(=C\Nc1ccc(Cl)cn1)c1nc2cc(Cl)ccc2o1	1.1	-5	1.4	.	3.0	0	-30	1.1	-8	-43
43	COc1cccc(/C=C/C(=O)Nc2ccc(OC)nc2)c1	1	33	0.9	-27	-0.6	47	-18	0.7	4	14
44	CC(/C=N/NC(=O)c1c(Br)cnn1C)=C\c1ccccc1	1.1	16	1.1	1	0.0	-8	-6	0.8	-5	-6
45	CN(CC(=O)NCc1ccccn1)S(=O)(=O)c1ccc(Cl)cc1	1.1	-11	0.9	-8	0.4	-10	-16	1.1	-9	7
46	CCC(=O)N(Cc1cccs1)C1CCOC(C)(C)C1 (stereo not given)	1	-4	0.9	17	0.8	-3	-9	1	-3	8
47	O=C(COc1ccccc1)NCC(=O)NC1CCCCC1	1.1	-8	1	-6	1.7	-4	-22	1.1	-7	0
48	Cc1ccccc1NC(=O)C(=O)NCc1ccccn1	1	-4	0.8	1	0.8	-1	-12	1	-2	16
49	CCOC(=O)CCCCC(=O)c1[nH]c(=O)[nH]c1CN1CCOCC1	1.1	-9	1	18	0.9	-11	-8	1.1	-6	-1
50	N#Cc1nnn(Cc2ccccc2)c1N	1	-1	1.1	-3	1.2	-3	-11	1	-4	-6
51	CCOc1cc(N2CCOCC2)c(OCC)cc1NC(=O)Cn1cnc2c(=O)n(C)c(=O)n(C)c21	1.1	-1	1.1	-6	4.7	2	-3	1	-7	-13
52	CCn1c(=O)c2cc(C(=O)N3CCCC3)sc2c2ccccc21	1	-4	1.2	-25	1.0	8	-8	1	-1	-15
53	COc1ccc(Cn2nnnc2C(c2cc3cccc(C)c3[nH]c2=O)N2CCN(C)CC2)cc1 (stereo not given)	1.1	-6	1	-5	1.1	-3	-10	1.1	-7	-2
54	COCCNC(=O)COc1ncnc2scc(-c3ccc(F)cc3)c12	1.1	-5	1	8	0.1	-5	-35	1.1	-8	4
55	COc1ccc(S(=O)(=O)NNC(=O)c2cc3ccccc3o2)cc1	1	-5	1	11	3.9	-7	0	1.1	-1	-4
56	CCCN(C(=O)CSc1nnc(-c2ccoc2C)n1N)C1CCS(=O)(=O)C1 (stereo not given)	1	0	1	-9	0.1	-7	-26	1	-2	-2
57	COc1ccc(-c2nn(CC(=O)N(C)C)c(=O)c3ccccc23)cc1	1	-10	1	-2	2.2	-7	-1	1.1	-4	2
58	COc1ccc(/C=N/NC(=O)c2cc(C)on2)c2ccccc12	1	-4	1	-6	2.5	-1	-7	1	-4	-2
59	CC(C)NC(=O)C(=O)NC1CCCCCC1	1	-2	0.9	7	0.0	-2	-13	1	-4	9
60	COC1C/C(=N\O)C2OC(c3ccccc3)OCC2O1 (stereo not given)	1	-5	0.9	7	-0.1	-5	-5	1	0	9

Continued.
No.	structure	TNAP act hiacc	FLuc inh counter	bIAP act	APP 5UTR inh	RAM network inh	L major viab	TNAP inh no acc	FLuc stim CS	TNAP inh hiacc	bIAP inh
61	Cc1ccc(-c2nnn(CC(=O)Nc3ccccc3N3CCOCC3)n2)cc1	1	-3	1	7	5.6	1	-11	1	-2	4
62	COC(=O)CSc1nnc(-c2ccccc2OC)o1	1	2	1	-3	1.6	7	-11	1	-4	0
63	CCOC(=O)CNC(c1ccccc1)c1cc(Br)ccc1NC(C)=O (stereo not given)	1.1	-8	1	-8	0.2	-2	-9	1.1	-6	4
64	COC(=O)c1ccc(C2Nc3cccc4cccc(c34)N2)cc1	0.9	-2	1	4	5.0	4	-6	1	7	2
65	O=C(CCC(=O)Nc1ccc(F)cc1)N/N=C/c1ccncc1	1	-6	1.1	22	1.9	-2	-34	1.1	3	-6
66	C/C(Cc1ccccc1)=N\NC(=O)CNC(=O)c1cccc(Br)c1	1.1	0	0.9	-13	1.6	51*	-12	1	-6	13
67	CCN(CC)CCNC(=O)c1ccc(NC(=O)COc2ccccc2F)cc1	1.1	11	1.3	10	1.4	-5	-16	0.9	-8	-29
68	CCOc1ccccc1NC(=O)Nc1c(C)n(-c2ccccc2)c(=O)n1C	1	-4	1.2	-10	1.1	1	-7	1	-2	-20
